Source: PubChem BioAssay (several laboratories)
Furin inhibitor: human furin inhibitors, primary screen, biochemical, fluorescence intensity; hit rate 0.061% among 220,000; P09958; AID 463115, 2010; purified furin, fluorogenic substrate cleavage; inhibition, % at 30 µM; in the data active means inhibition above about 25%; further: inactives centre near -15
TbHK1 inh: Trypanosoma brucei hexokinase 1 inhibitors, primary screen, biochemical, G6PDH-coupled NADH absorbance, MLSCN library; inhibition, % at 10 µM; recombinant TbHK1, G6PDH-coupled NADH A340; hit rate 0.11% among 220,000;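 active means inhibition of 50% or more in the single-dose primary screen; inactive means inhibition below 50%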
PPC-1+TRAIL kill: compounds killing PPC-1 cancer cells with TRAIL present, primary screen, TRAIL potentiator project, ATPLite luminescence, uHTS. PPC-1 cells + TRAIL, ATPLite viability luminescence. cell killing (% activity), % at 4 µM. hit rate 0.41% among 220,000;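 active means cell killing above 50% in the first pass at 4 µM, then a duplicate retest at 5 µM averaging 50% or more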;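 further: plate controls were cells with TRAIL plus DMSO for no effect and medium-only wells lacking cells for full effect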
EP2 antag: human EP2 receptor antagonists, primary screen, TR-FRET cAMP, C6 glioma cells; AID 1422, 2008; hit rate 0.52% among 260,000; C6 glioma cells expressing human EP2; cells stimulated with saturating PGE2; inhibition, % at 25 µM; Prostaglandin E2 receptor EP2 subtype (Homo sapiens), P43116;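 active means percent inhibition above 40 after rounding to a whole number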;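 further: rat C6 glioma host cells with rolipram phosphodiesterase inhibitor present; the protocol text gives 20 µM as final concentration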
Target sequence (P43116 whole entry, looked up): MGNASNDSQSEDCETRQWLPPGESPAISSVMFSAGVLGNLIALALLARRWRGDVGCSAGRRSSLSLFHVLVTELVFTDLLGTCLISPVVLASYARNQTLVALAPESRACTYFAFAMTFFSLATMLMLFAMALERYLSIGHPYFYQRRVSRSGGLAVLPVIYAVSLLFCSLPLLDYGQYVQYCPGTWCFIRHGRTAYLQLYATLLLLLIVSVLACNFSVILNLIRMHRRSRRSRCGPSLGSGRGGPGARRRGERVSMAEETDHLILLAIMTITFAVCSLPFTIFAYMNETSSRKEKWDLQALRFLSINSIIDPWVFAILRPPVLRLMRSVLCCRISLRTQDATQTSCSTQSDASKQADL
p97 inhibitor: inhibitors of human p97 ATPase, primary screen, biochemical; Transitional endoplasmic reticulum ATPase (Homo sapiens), P55072; recombinant p97 ATPase, Kinase-Glo ATP luminescence, 3 h; inhibition, % at 8 µM; hit rate 0.42% among 220,000; in the data active means inhibition above about 15%;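 further: 0% = DMSO vehicle and 100% = wells lacking enzyme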
p47phox inh: p47phox/p22phox peptide binding inhibitors, primary screen, biochemical, uHTS, NADPH oxidase regulatory subunit. Neutrophil cytosol factor 1 (Homo sapiens), P14598. fluorescence polarization, 2 h. inhibition, % at 24.7 µM. hit rate 0.53% among 220,000. AID 1274, 2008;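 active means inhibition above about 30%, limit read from the data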;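 further: 0% = p47phox with labelled peptide and 100% = labelled peptide alone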
Target sequence (P14598 whole entry, looked up): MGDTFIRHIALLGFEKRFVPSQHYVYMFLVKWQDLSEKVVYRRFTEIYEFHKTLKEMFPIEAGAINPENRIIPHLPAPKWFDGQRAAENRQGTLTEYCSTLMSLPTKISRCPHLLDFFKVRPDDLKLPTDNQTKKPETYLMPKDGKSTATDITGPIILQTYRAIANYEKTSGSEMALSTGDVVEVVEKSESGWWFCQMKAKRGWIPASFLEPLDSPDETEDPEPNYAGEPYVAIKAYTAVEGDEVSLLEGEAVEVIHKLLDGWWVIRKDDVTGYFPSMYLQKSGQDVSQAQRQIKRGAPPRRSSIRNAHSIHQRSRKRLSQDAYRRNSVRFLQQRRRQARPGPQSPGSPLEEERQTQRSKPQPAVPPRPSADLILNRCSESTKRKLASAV
BaF3 parental: parental Ba/F3 cell viability inhibition, counter-screen for JAK2V617F inhibitor project, murine pro-B, CellTiter-Glo luminescence; CellTiter-Glo ATP luminescence; inhibition, % at 5.6 µM; hit rate 1.1% among 220,000;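 active means inhibition above a per-campaign cutoff, the mean inhibition of all tested compounds plus 3 SD, cut at about 27% in these data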;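 further: 0% = DMSO wells and 100% = JAK Inhibitor I control wells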
RBBP9 inhibitor: human RBBP9 inhibitors, primary screen, biochemical, fluorescence polarization, FP-Rh probe, HTS; Serine hydrolase RBBP9 (Homo sapiens), O75884; recombinant RBBP9; inhibition, % at 7.94 µM; hit rate 0.2% among 220,000;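 active means inhibition above the campaign mean of all tested compounds plus 3 SD, cut at about 14% in these data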;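 further: plate controls were DMSO wells with RBBP9 for no effect and wells lacking RBBP9 protein for full effect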
Target sequence (O75884 whole entry, looked up): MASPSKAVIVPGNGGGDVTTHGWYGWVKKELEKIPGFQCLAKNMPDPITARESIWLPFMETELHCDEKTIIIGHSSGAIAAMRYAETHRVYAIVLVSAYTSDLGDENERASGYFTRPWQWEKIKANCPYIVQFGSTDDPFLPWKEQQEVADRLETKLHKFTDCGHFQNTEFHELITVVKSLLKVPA
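system = RBBP9 protein | input = RBBP9 at 2.5 µM in dispensed solution, before mixing | measured by = fluorescence polarization (mP), excitation 525 nm, emission 598 nm | incubation = enzyme-compound preincubation 30 min, then probe labeling 45 min, 25 °C | buffer or medium = Tris-NaCl-Pluronic buffer, pH 8.0 | compound = single dose 7.94 µM | also added = FP-Rh probe, 375 nM dispensing solution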
Ba/F3 V617F tox: reduced viability of JAK2V617F-dependent Ba/F3 cells, primary screen, JAK2V617F inhibitor project, cell-based, Ba/F3 EpoR-JAK2V617F, luminescence; hit rate 1.1% among 220,000; inhibition, % at 5.6 µM; ATP luminescence; AID 1446, 2008;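 active means inhibition above the campaign mean plus 3 SD over all tested compounds, cut at about 24% in these data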;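 further: cytokine-independent growth of Ba/F3 cells driven by EpoR plus mutant JAK2; 0% = DMSO-treated cells and 100% = JAK inhibitor I control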
Active calls of the source: *; . = not tested or not shown; [ ] = remark or other dose.

SMILES	Furin inhibitor	TbHK1 inh	PPC-1+TRAIL kill	EP2 antag	p97 inhibitor	p47phox inh	BaF3 parental	RBBP9 inhibitor	Ba/F3 V617F tox
COc1ccc(Cl)cc1NC(=O)COC(=O)CNC(=O)c1ccc([N+](=O)[O-])c(C)c1	-1.9	34.2	24.9	9.5	-1.6	-5.2	2.8	-13.7	-0.4
O=c1c(S(=O)(=O)c2ccc(Cl)cc2)cn(Cc2ccccc2)c2ccc(F)cc12	-6.3	33.3	-0.8	6.5	-2.1	-4.5	2.8	-7.7	1.2
Nc1nc(SCC(=O)N2CCc3ccccc3C2)[nH]c(=O)c1-c1ccccc1	-13.1[20 µM]	4.5	4.8	7.7	0.9	-3.9	2.9	-4.3	-0.7
O=C(CCc1ccc(S(=O)(=O)NC2CCCCC2)cc1)NCc1ccccn1	-2.0	-3.2	25.6	4.2	6.2	-5.5	1.1	1.3	-2.2
CN(C)c1ccc(C(=O)NC2(N3CCC3=O)CCCC2)cc1	-14.0	-0.4	1.2	10.4	5.8	7.7	-2.5	-2.1	-3.4
Cc1cc(C(F)(F)F)nn1Cc1ccc(C(=O)NCc2ccco2)o1	1.2[20 µM]	3.8	-1.6	10.1	0.8	-21.1	-0.4	-4.3	-1.9
CCCn1c(N)c(C(=O)CSc2nc3ccccc3c(=O)n2Cc2ccccc2)c(=O)[nH]c1=O	-4.6	-15.2	11.9	10.3	4.1	18.2	5.9	6.6	-4.5
O=C(c1ccc(Br)cc1)N1CCN(S(=O)(=O)c2ccccc2)CC1	-9.9	0.5	18.3	8.6	-2.5	2.1	-0.7	0.3	-3.7
CC1(C)CC(CC(=O)Nc2ccccc2[N+](=O)[O-])C(=O)O1 (stereo unspecified)	-0.1	-7.1	22.8	1.5	-0.4	-9.7	4.4	-0.1	3.0
COc1cc(/C=C/[N+](=O)[O-])ccc1OCc1cccc(C(=O)O)c1	-9.3	11.8	-3.3	9.8	-5.0	-3.1	7.7	-26.9	0.9
COc1ccc(Cl)cc1N1C(=O)C2CCCN2C1c1sccc1C (stereo unspecified)	-9.8	-2.6	18.5	3.8	-3.9	0.0	3.7	-9.5	2.1
Fc1ccc(/C=N/n2cnn(Cc3ccccc3Cl)c2=S)cc1	1.1	-2.9	-2.7	4.7	5.1	-0.8	0.8	7.3	-3.0
C=C(C)Cn1c(CCNC(=O)CC)nc2ccccc21	-12.5[20 µM]	1.8	5.3	5.4	4.4	-1.6	2.0	-0.2	0.2
OCc1ccnc(Cl)c1	-12.7	-4.9	29.2	7.5	2.8	-9.7	4.3	6.2	0.3
O=C1c2ccccc2-c2n[nH]c(=O)c3ccc(N4CCCCC4)c1c23	-12.0	-15.2	8.6	2.7	1.1	-0.4	9.8	-2.2	6.3
O=C1c2ccccc2NC(c2ccccc2O)N1NS(=O)(=O)c1ccccc1 (stereo unspecified)	-18.8	-9.8	5.3	0.4	6.8	-7.8	-2.1	-5.7	-2.3
O=C(NCc1cccnc1)c1ccccn1	-17.9[20 µM]	8.8	6.1	5.8	4.2	-6.1	5.8	-1.2	-0.9
COc1ccc(N=Cc2c(O)[nH]c3ccccc23)cc1OC	1.1	-22.5	5.0	6.9	-6.0	-9.1	-0.4	-12.8	7.5
O=C(NC(Cc1c[nH]c2ccccc12)C(=O)O)/C(=C\c1ccc2c(c1)OCO2)NC(=O)c1ccccc1 (stereo unspecified)	-4.4	-28.5	6.7	9.3	-3.0	5.6	1.0	-7.2	1.3
CN(C)S(=O)(=O)c1cccc(NC(=O)CNCC2CCCCC2)c1	-17.3	2.5	28.8	2.0	-1.1	-0.6	4.9	-8.8	2.9
FC(F)(F)c1ccc(/C=N/NC(=S)NC2CCCCC2)cc1	-25.2	-16.3	5.8	4.1	3.5	-11.7	0.7	1.0	-5.5
Cc1ccc(C23CC4CC(CC(C(=O)OCC(=O)NC5CCS(=O)(=O)C5)(C4)C2)C3)cc1 (stereo unspecified)	-14.1	-11.2	23.1	3.7	-6.8	-6.9	4.8	-8.3	3.8
CC1SC(=NC(=O)c2ccncc2)NC1=O (stereo unspecified)	-13.1	1.3	3.4	12.1	-1.6	-3.3	9.9	-3.5	1.0
COc1ccc(NC(=O)c2cc(CN3C(=O)c4ccccc4C3=O)ccc2OC)cn1	-23.1	-3.3	2.9	6.3	-3.8	-15.3	1.0	-6.8	-2.5
CCc1nc2ccccc2c(C(=O)Oc2cccc3cccnc23)c1C	-17.1	-4.0	15.4	6.4	1.7	-7.1	-1.7	-10.7	-3.0
O=[N+]([O-])c1ccc2c(c1)C(O)n1ncnc1S2 (stereo unspecified)	-8.2	-23.1	14.4	8.5	4.8	-5.7	4.9	-0.3	-0.1
CCC(=O)Nc1nnc(SCC(=O)N2c3ccccc3CC2C)s1 (stereo unspecified)	-13.4[20 µM]	0.0	12.6	4.5	3.2	-1.4	-2.1	-4.4	-5.3
Cc1ccc(-n2nc(C(=O)c3ccccc3)n3c(=O)c(Cc4ccccc4)nnc23)cc1	-13.3[20 µM]	4.7	.	0.1	-0.3	-7.0	5.8	-10.4	0.8
COC(=O)c1cc(C#N)c(OC(C)C)nc1C	-8.3	-2.4	19.9	3.1	-1.1	-1.6	3.8	-11.2	1.8
O=C1CCCN1CCNC(=S)Nc1ccccc1	-17.5[20 µM]	7.0	6.0	15.2	2.0	1.2	0.8	-4.8	-1.6
COc1cccc(-c2cc3c(=O)n(-c4ccccc4)c(=S)[nH]c3s2)c1	-14.4	-17.7	11.4	24.7	1.3	-14.6	7.8	2.1	3.8
COc1ccc(/C=C2\SC(=O)N(CCC(=O)Nc3ccc(S(=O)(=O)Nc4nccs4)cc3)C2=O)cc1	-21.2	0.0	-2.0	8.9	1.4	-6.0	9.3	-1.7	-1.2
COc1ccccc1NC(=O)COc1ccc(CO)cc1Cl	-21.1[20 µM]	-8.2	6.4	6.8	-3.4	-9.9	-0.4	-5.1	-1.9
COC(=O)c1nnn(-c2nonc2N)c1-c1cccs1	-13.3	0.1	19.0	3.4	0.7	-8.1	1.1	-8.1	0.8
O=C(O)CCSc1nnc(-c2ccncc2)n1-c1ccccc1	-29.5[20 µM]	-1.8	7.0	9.1	1.5	-9.2	2.0	-3.6	-1.4
Cc1cc(C(F)F)n2nc(C(=O)Nc3ccc(S(=O)(=O)N4CCCC4)cc3)nc2n1	4.3[20 µM]	-1.9	-14.9	6.5	3.9	-10.1	0.7	5.5	-5.3
Cc1ccc(S(=O)(=O)N(C)CCCC(=O)Nc2cc(C)ccc2C)cc1	-10.0	5.5	10.8	3.2	-6.8	3.0	6.6	-8.6	3.6
COc1ccccc1/C=N/OC(=O)c1ccc(F)cc1	-19.0	-10.3	15.5	3.4	3.8	-2.7	2.7	-4.1	-2.0
Cc1cc(C)cc(Oc2nc(C(F)(F)F)nc3ccccc23)c1	16.3[20 µM]	6.0	-2.5	8.7	-6.5	0.6	0.2	-10.5	4.3
COc1ccc2c(c1OC)C(=O)N(c1ccc(C)cc1)C2=O	-24.6	-5.9	36.7	2.7	2.1	1.2	8.3	-5.2	-0.9
O=C(Cc1ccccc1)Nc1nnc(-c2cccs2)s1	-18.4[20 µM]	-17.7	7.7	.	7.7	-9.9	2.0	2.8	2.0
Cc1cccc(N/C(N)=N/c2nc(C(F)(F)F)cc(=O)[nH]2)c1C	-14.9	24.0	17.0	9.4	4.4	-5.9	3.2	-2.4	-3.8
CCOC(=O)c1ccc2c(c1)nc(C)n2CC	-25.6[20 µM]	-4.9	.	18.9	-1.7	-66.9	0.4	-5.3	-2.3
CC(C)n1c(N)c(C#N)c2ccc([N+](=O)[O-])cc2c1=O	-3.5	-10.3	1.6	13.5	5.2	-20.4	-0.5	-6.2	-2.5
Cn1ncc2c(N3CCN(c4ccccc4F)CC3)ncnc21	-5.4[20 µM]	-5.2	9.9	4.6	2.1	-9.4	1.6	3.6	-3.5
O=C1Nc2ccccc2C12OCC1(CO2)COC2(OC1)C(=O)Nc1ccccc12 (stereo unspecified)	-23.2[20 µM]	-2.3	21.3	17.5	0.0	-5.2	7.2	2.9	-1.6
NS(=O)(=O)c1ccc(CNC(=O)/C=C/c2ccc(Cl)c(Cl)c2)cc1	-12.4	1.7	14.4	5.7	6.5	-4.5	0.1	-2.2	-7.2
COc1ccc(CCNC(=O)C2CC(c3ccccc3C(F)(F)F)=NO2)cc1 (stereo unspecified)	-30.0	-5.9	6.5	16.1	.	-2.6	.	.	.
CCOc1cccc2cc(C(=O)N3CCc4ccccc43)c(=O)oc12	-19.6[20 µM]	-0.4	-11.1	5.8	8.7	-202.2	2.3	-5.0	-5.9
CCCNc1c(N)n(-c2ccccc2)c(=O)[nH]c1=O	-24.2[20 µM]	5.4	9.4	3.4	2.2	-9.5	5.6	-1.7	-2.0
Cc1ccc(SCC(=O)c2ccc[nH]2)cc1	-28.2	-0.5	28.6	6.6	1.0	-6.5	0.9	-10.5	-1.7
CCOc1cc(C(N)=O)cc(Cl)c1OCC	-21.6	-8.5	-13.6	5.3	2.1	-5.0	1.3	0.2	-2.7
CC(C)(C)c1ccc(NC(=O)COC(=O)c2ccc(NS(=O)(=O)c3ccc(F)c(F)c3)cc2)cc1	-39.5	-11.2	15.6	2.9	-2.5	-27.8	4.2	-10.4	-0.8
O=C(COC(=O)C1CCCCC1)Nc1ccc(N2CCCCC2)cc1	-7.8	6.8	6.0	14.0	-0.5	4.5	2.0	-8.0	-4.1
CCN(CC)CC(=O)Nc1ccccc1SCC(=O)Nc1ccsc1C(=O)OC	-18.6	1.0	-16.6	2.1	-3.4	-8.2	10.2	10.1	2.0
Cc1ccc(Cn2nc(C)c(NC(=O)C3CC3)c2C)cc1	-5.1[20 µM]	5.4	-1.4	5.3	-0.3	-4.6	-1.0	-2.2	-3.8
Cc1cccc(-c2noc(CCCC(=O)Nc3cccnc3)n2)c1	-32.8	3.1	14.7	.	1.0	3.3	2.8	-10.0	1.4
O=C(CN1C(=O)CSCC1=O)NCc1ccc(F)cc1	-27.6	2.4	8.4	4.4	1.5	-3.6	3.3	-2.4	-0.9

Some of the compounds tested, so the mix of outcomes need not match the whole.
